From PubChem BioAssay
SR-BI uptake up = activators of SR-BI mediated DiI-HDL uptake, primary screen, ldlA[mSR-BI] CHO cells, DiI fluorescence; 3 h; 100 = double the neutral-control signal; activation, % at 12.5 µM; hit rate 0.096% among 320,000; AID 504775, 2011;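 active means mean replicate activation of at least 60% and every replicate at or above 60%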;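 further: 0% = median plate neutral-control signal and 100% = twice that signal; values of inactives mirror those of a sister screen read the other way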
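Material: SR-BI-overexpressing, LDLR-lacking CHO cells | Dosing: Single compound concentration, delivered by pin transfer | Probe or stimulus: Labelled HDL, 10 µg/mL | Signal: Bottom-read cell fluorescence after medium removal, ex 550/em 595 nm | Schedule: 3 h, 37 °C | Evaluation: HDL uptake via cellular fluorescence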
Arr AP2 block = inhibitors of beta-arrestin/AP2 binding, primary screen, biochemical, GPCR trafficking, flow cytometry; hit rate 0.31% among 340,000; FITC-arrestin peptide / GST-AP2 beads; AP2 beta2 appendage carries R879A mutation; inhibition, % at 10 µM; AID 504490, 2011;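 active means inhibition above a set limit, near 3 SD of compounds lacking own fluorescence, cut at about 54% in these data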;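 further: plate controls were DMSO wells for no effect and 5 µM unlabelled arrestin peptide for full effect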
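System: GST-AP2 R879A glutathione beads; medium: PBS, Tween 20 0.05%, BSA 0.1%; reagent: fluorescein-tagged arrestin peptide at 50 nM final; schedule: pre-incubation 12 min, peptide binding 1 h, room temperature; detection: flow cytometry, FL1 (488/535 nm); read-out: inhibition as reduced fluorescein signal on beads, percent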
MITF act = activators of MITF-driven TRPM1 promoter reporter, primary screen, cell-based, SK-MEL-5, luciferase, single point | SK-MEL-5 TRPM1-promoter luciferase, 24 h; % of positive control, neutral wells = 0 | activation, % at 12.5 µM | hit rate 0.75% among 300,000 | AID 588334, 2011;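 active means mean activation of at least 80% with every replicate also reaching 80%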;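 further: 0% = neutral control wells and 100% = parthenolide positive control wells; values of inactives mirror those of a sister screen read the other way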
NSD2 inh = NSD2 histone methyltransferase inhibitors, primary screen, biochemical, AlphaScreen, single concentration, set 2; Histone-lysine N-methyltransferase NSD2 (Homo sapiens), O96028; hit rate 0.54% among 310,000; NSD2 peptide methylation, 120 min; AID 743445, 2014; inhibition, % at 12.5 µM; in the data active means inhibition above about 50%
SR-BI HDL uptake = inhibitors of SR-BI mediated HDL lipid uptake, primary screen, ldlA[mSR-BI] cells, fluorescence, single point; Scavenger receptor class B member 1 (Mus musculus), Q61009; ldlA[mSR-BI] CHO cells, DiI-HDL uptake fluorescence, 3 h; inhibition, % at 12.5 µM; hit rate 0.96% among 320,000; AID 488896, 2010;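 active means mean replicate inhibition of at least 70% and a set share of replicates each scoring 70 or more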;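 further: 0% = median of neutral control wells and 100% = median of positive control wells; values of inactives mirror those of a sister screen read the other way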
dFosB activator = activators of delta FosB homodimer, primary screen, biochemical, fluorescence polarization, TAMRA-CDK5 oligo, single point | activation, % at 25 µM | hit rate 0.99% among 340,000 | purified delta FosB; percent of positive-control signal above neutral wells | AID 493131, 2011 | Protein FosB (Mus musculus), P13346;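 active means mean activation above about 17%, with every replicate also reaching it, limit read from the data, passing the limit was not always enough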;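 further: fluorescence polarization rise as delta FosB binds a TAMRA Cdk5 AP-1 oligo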
Target sequence (P13346 whole entry, looked up): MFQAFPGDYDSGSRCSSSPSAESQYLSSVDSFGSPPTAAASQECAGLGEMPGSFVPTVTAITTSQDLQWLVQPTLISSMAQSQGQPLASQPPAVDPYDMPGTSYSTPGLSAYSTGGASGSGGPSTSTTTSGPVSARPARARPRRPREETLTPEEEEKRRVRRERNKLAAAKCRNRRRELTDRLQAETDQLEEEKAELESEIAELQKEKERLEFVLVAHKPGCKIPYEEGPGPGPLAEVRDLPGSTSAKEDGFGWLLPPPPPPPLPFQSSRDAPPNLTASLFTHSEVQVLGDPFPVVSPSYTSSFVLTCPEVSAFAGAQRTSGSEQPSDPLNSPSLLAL
PKA-R2B act = activators of PKA-R2B holoenzyme, primary screen, biochemical, fluorescence polarization, Cy5-IP20, human; PKA-R2B holoenzyme dissociation; R2B truncated from residue 108, S112A mutant; 0% DMSO only, 100% 113 µM cGMP; activation, % at 11.4 µM; hit rate 0.079% among 340,000;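 active means activation above a cutoff set at the mean over all compounds plus 3 SD, cut at about 18% in these data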;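 further: higher means more holoenzyme dissociation and a rise in polarization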
Target sequence (P31323 whole entry, looked up, other chains not shown, the tested form may be a part): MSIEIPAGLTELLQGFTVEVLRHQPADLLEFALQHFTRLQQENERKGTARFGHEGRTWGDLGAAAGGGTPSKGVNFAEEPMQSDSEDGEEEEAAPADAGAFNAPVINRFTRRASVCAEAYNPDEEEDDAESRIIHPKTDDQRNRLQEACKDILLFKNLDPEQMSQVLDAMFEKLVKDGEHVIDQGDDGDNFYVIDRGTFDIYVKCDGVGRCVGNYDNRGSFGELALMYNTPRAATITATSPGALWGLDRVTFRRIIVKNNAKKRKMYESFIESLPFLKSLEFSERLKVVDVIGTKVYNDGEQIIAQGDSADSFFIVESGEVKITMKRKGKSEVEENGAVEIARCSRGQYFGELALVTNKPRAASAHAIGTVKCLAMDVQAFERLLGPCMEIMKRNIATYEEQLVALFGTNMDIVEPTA
CDK5 p35 inh = inhibitors of human CDK5/p35 kinase, primary screen, biochemical, single concentration; Cyclin-dependent kinase 5 (Homo sapiens) + Cyclin-dependent kinase 5 activator 1 (Homo …; Recombinant CDK5/p35, ADP-Glo luminescence, 60 min; inhibition, % at 10 µM; hit rate 0.01% among 330,000; AID 488839, 2010;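 active means highest replicate inhibition of at least 50% and at least 75% of replicates reaching 50%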;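 further: plate controls were DMSO neutral control for no effect and GW8510 at 10 µM for full effect; many of its hits are not listed in these tables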
PKA-R1A activ = activators of PKA-R1A holoenzyme, primary screen, biochemical, fluorescence polarization, Cy5-IP20, bovine R1A, mouse PKAc | cAMP-dependent protein kinase type I-alpha regulatory subunit (Bos taurus) + … | PKA-R1A dissociation; scaled: DMSO 0%, 113 µM cGMP 100% | hit rate 0.083% among 340,000 | activation, % at 11.4 µM;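 active means percent activation above the mean of all tested compounds plus 3 SD, cut at about 19% in these data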;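 further: higher means more PKAc released from R1A so a rise in polarization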
Pemphigus Ab inh = inhibitors of pemphigus antibody binding to DSG3, primary screen, biochemical, bead-based, flow cytometry, scFv-GFP; Desmoglein-3 (Homo sapiens), P32926; DSG3-coupled beads, scFv-anti-DSG3-GFP binding; active compounds read low; binding (percent of control), % at 10 µM; hit rate 0.48% among 310,000; AID 588358, 2011;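 active means binding more than 3 SD below its plate's average and above zero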;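 further: hits lower antibody fragment binding to DSG3; some compounds called inactive have numbers as strong as hits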
Mot1-301 SUMO = yeast Mot1-301 growth rescue at high temperature, primary screen, SUMOylation pathway inhibitor project, S. cerevisiae, ATP luminescence, 38.5C. S. cerevisiae Mot1-301 growth rescue; percent above DMSO median, 100 means doubled. growth rescue, % at 18.8 µM. hit rate 1% among 320,000;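 active means every valid replicate shows activation above 250% relative to neutral control wells; inactive means the rest, any valid replicate at or below 250%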;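 further: OY570 slx delta 5 strain wells were the positive control but not used for scaling; some compounds called inactive have numbers as strong as hits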
* hit, by the source's call; . = no result given; & = joins results of further samples.

SMILES	SR-BI uptake up	Arr AP2 block	MITF act	NSD2 inh	SR-BI HDL uptake	dFosB activator	PKA-R2B act	CDK5 p35 inh	PKA-R1A activ	Pemphigus Ab inh	Mot1-301 SUMO
CCCCn1c(N)c(N(CC(C)C)C(=O)c2cccc(S(=O)(=O)N3CCCCCC3)c2)c(=O)[nH]c1=O	4	-9	0	0	-4	39*	0	0.3	-5	102	16
COc1ccc(CN(C)CC(=O)NC(=O)Nc2ccccc2F)cc1	15	-5	.	-2	-15	3	-3	-6.9	-14	110	.
Cc1ccc(C)c(OCC(=O)NCC(c2ccco2)N2CCCCC2)c1 (stereo not drawn)	25	36	7	4	-25	11	-7	-0.1	7	104	-3
CCN(CC)CCN1C(=O)Cn2c(C)c(C)c3cccc1c32	-6&15	1&13	10&4	9	6&-15	-4&-3	-11&1	0.7&2.5	-12&-12	106&105	191&28
O=C(C1CCCO1)N(c1ccc(F)cc1)C1C=CS(=O)(=O)C1 (stereo not drawn)	17	2	13	.	-17	5	-2	2.1	-4	113	-6
CCOc1ccc(C2=Nn3c(nnc3-c3ccccn3)SC2)cc1	3	3	.	0	-3	-17	10	0.7	-7	102	-4
N=C1C(c2ccccc2)=C(O)CN1CCCO	13	6	-3	-1	-7	0	-4	-0.3	7	99	-5
COc1cc(NC(=O)c2sc3nc(C)nc(N4CCOCC4)c3c2C)cc(OC)c1OC	-58	20	0	5	58	-9	-1	-1.7	-8	.	69
CCn1c(SCC(=O)NCc2cccs2)nc2c1c(=O)n(C)c(=O)n2C	18	-3	8	0	-18	3	0	-1.0	7	85	3
COc1cccc(CNC(=O)c2cccc(NC3=NC4CS(=O)(=O)CC4S3)c2)c1 (stereo not drawn)	7	-7	.	.	-7	7	13	0.3	-8	105	1
CSc1cccc(NC(=O)CSc2nc3ccccc3o2)c1	.	0	58	-3	.	-5	-5	-2.2	-5	106	21
O=C(Nc1nnc(SCc2ccccn2)s1)C1CC(=O)N(c2ccccc2)C1 (stereo not drawn)	9	-1	3	5	-9	-5	-3	3.3	-14	124	-6
CNc1nc(-c2ccccc2)cc(C)c1S(C)(=O)=O	-24	2	12	-22	24	3	5	-0.5	5	99	0
COc1ccc(C(=O)Nc2ccc(NC(C)=O)cc2)cc1S(=O)(=O)N(C)Cc1ccccc1	-57	1	1	29	57	-5	-7	1.5	0	94	0
COc1ccc(C(=O)Nc2cccc3c2C(=O)NC3=O)cc1S(=O)(=O)N1CCOCC1	24	1	.	-1	-24	8	2	0.8	2	96	0
COc1cc(OC)cc(C(=O)N[C@H](C(=O)OCC(N)=O)C(C)C)c1	6	-7	-1	-3	-6	0	-3	1.8	-3	91	6
CCN(CC)CCOC(=O)c1ccc(NC(=O)C2(c3ccccc3)CCCC2)cc1	0	-4	-10	3	0	-1	6	0.9	8	117	-1
CCCN(C(=O)c1ccc(OCC(C)C)cc1)c1c(N)n(Cc2ccccc2)c(=O)[nH]c1=O	8	42	-6	0	-8	-5	-6	1.3	-1	99	573
COC(=O)CCCC1=CC2=CC(=O)C(C)(OC(=O)c3cccs3)C(=O)C2=CN1c1ccc(OC)cc1 (stereo not drawn)	-3	-2	5	.	3	0	-11	-1.1	-1	102	14
CC(=O)c1ccc(NC(=O)c2ccc3nc(-c4ccco4)c(-c4ccco4)nc3c2)cc1	-49	20	-8	.	49	-10	2	0.1	-1	70	3

The list goes on, overlapping the part above by two compounds.
SMILES	SR-BI uptake up	Arr AP2 block	MITF act	NSD2 inh	SR-BI HDL uptake	dFosB activator	PKA-R2B act	CDK5 p35 inh	PKA-R1A activ	Pemphigus Ab inh	Mot1-301 SUMO
COC(=O)CCCC1=CC2=CC(=O)C(C)(OC(=O)c3cccs3)C(=O)C2=CN1c1ccc(OC)cc1 (stereo not drawn)	-3	-2	5	.	3	0	-11	-1.1	-1	102	14
CC(=O)c1ccc(NC(=O)c2ccc3nc(-c4ccco4)c(-c4ccco4)nc3c2)cc1	-49	20	-8	.	49	-10	2	0.1	-1	70	3
CCn1cc(C(=O)OCc2ccc(F)cc2)c(=O)c2ccc(C)nc21	5	-6	-4	-2	-5	-8	-3	-21	-8	103	5
COCCNC(=O)Cn1nc(-c2ccccc2OC)ccc1=O	6	3	13	15	-6	-1	-2	-0.8	4	101	-9
COc1ccc(N2CCN(C3CCCN(C(=O)C4=C(C)OCCO4)C3)CC2)cc1 (stereo not drawn)	10	7	-1	-1	-10	-1	2	-0.6	-3	.	1
O=C(NCc1ccccc1)C(c1c(F)cccc1Cl)N(C(=O)c1csnn1)C1CC1 (stereo not drawn)	.	1	-9	1	.	0	-6	-0.4	1	100	-21
CC(C)CNC(=S)NNC(=O)c1nn(C)cc1Cl	-22	-5	.	-2	22	-4	-11	0.5	-5	88	-32
O=C(C1COc2ccccc2O1)N1CCOCC1 (stereo not drawn)	10	-2	0	-2	-10	7	-4	1.5	3	97	-9
OC(c1cc(C(F)(F)F)nc2c(C(F)(F)F)cccc12)C1CCCCN1 (stereo not drawn)	30	3	-31	.	-30	-115	12	3.4	-7	98	38
Cc1ccc(S(=O)(=O)CCC(=O)Nc2nccs2)cc1	17	7	11	0	-17	-7	-5	0.8	-16	103	-27
CC(C)NC(=O)NC(=O)CSc1ccc(S(=O)(=O)N2CCOCC2)cn1	14	-1	12	-3	-14	-2	9	-0.5	-7	91	.
Cc1sc2ncn(CC(=O)Nc3cccc(S(N)(=O)=O)c3)c(=O)c2c1-c1ccccc1	-16	-6	-3	0	16	-17	-1	-0.9	-1	104	2
O=S(=O)(c1ccccc1)C1CC1(c1ccccc1)c1ccccc1 (stereo not drawn)	18	-3	8	-2	-18	-7	-6	0.4	-9	92	.
CC(C(=O)Nc1ccccc1)N(C)CCOc1ccccc1 (stereo not drawn)	1	20	-1	0	-1	2	0	1.5	-3	95	16
Cc1cccc(OCC(=O)Nc2nc3ccc([N+](=O)[O-])cc3s2)c1C	27	5	-12	.	-27	-5	-6	0.8	1	86	-12
O=C(N/N=C/c1ccc2cccnc2c1)c1ccco1	-5	4	3	-5	5	-27	7	0.5	-22	98	-11
Cc1nc2nc(CSc3ccc(Cl)cc3)cc(=O)n2[nH]1	11	2	0	-1	-11	-8	1	1.8	-8	290	.
O=C(Nc1cccnc1)c1cc(-c2ccco2)on1	9	-9	6	-1	-9	-7	4	1.7	-1	102	11
C=CCN(C(=O)Nc1ccccc1)C1CC(=O)N(c2ccc(OC)cc2)C1=O (stereo not drawn)	-17	-11	-11	-2	17	-1	0	-1.4	-8	96	-10
O=C(NCCCN1CCCC1=O)NC1CCCCC1	-2	2	-2	-2	2	-3	16	0.9	-4	.	-4
O=C(O)C1=C(C(=O)O)C2C=CC1C2	12	10	-4	6	-12	-4	3	-0.7	-2	88	.
O=C(NC1CCN(C(=S)NCc2ccco2)CC1)C12CC3CC(CC(C3)C1)C2	18	-2	0	.	-18	-5	4	-0.3	4	89	-12
NC(=O)C1CCN(S(=O)(=O)c2cccc(S(=O)(=O)N3CCCCC3)c2)CC1	-3	0	3	.	3	-11	1	-1.4	8	99	31
CCOC(=O)c1ccc2[nH]c3ccccc3c2c1	-23	-13	48	.	23	2	-17	-1.3	-5	101	12
CCOc1ccc2c(c1)-c1c(ssc1=S)C(C)(C)N2C(=O)c1ccco1	-74	3	-42	7	74*	-4	-11	-2.0	-1	106	-6
COc1ccc(NC(=O)c2cc(CN3C(=O)c4ccccc4C3=O)ccc2OC)cn1	-54	-1	-17	-52	54	18*	-7	0.0	0	99	-2
CCCc1nc(SCC(=O)Nc2cc(C)on2)c2c(=O)n(C)c(=O)n(C)c2n1	-18	5	.	.	18	2	7	-3.3	-4	112	31
O=C(O)Cn1cc(/C=C/[N+](=O)[O-])c2ccccc21	27	0	4	0	-27	-3	-1	-0.4	-8	101	2
CNC(=S)N(Cc1ccccc1)Cc1cccnc1	18	1	4	0	-18	2	1	1.0	-10	102	438
CCCn1nnnc1NC(=O)COc1ccc(Cl)cc1C	9	-6	6	-5	-9	-7	-9	-2.0	0	101	44
CC(C)=CC(=O)Nc1nc2ccc([N+](=O)[O-])cc2s1	-30	6	-7	-3	30	-4	-5	1.0	-6	88	.
Fc1ccccc1Cn1nnc2c(NCCc3ccccn3)ncnc21	-9	10	17	-1	9	-4	-8	0.0	4	102	-29
CC(=O)c1ccc2c3c(cccc13)C(=O)N(c1c(C)nn(C)c1C)C2=O	.	-14	-6	.	.	-8	-10	-1.9	-7	.	-14
COC(=O)c1ccc(S(=O)(=O)NCc2ccccn2)n1C	12	8	2	-2	-12	-3	1	-3.1	-9	.	-11
COc1ccc(NC(=O)CSc2ncc(-c3ccc(F)cc3)n2Cc2ccco2)cc1	-16	2	3	-13	16	-4	-3	0.0	3	.	-12
Cc1cc(C(=O)OCC(=O)c2ccc(Cl)c([N+](=O)[O-])c2)c2cccc(C)c2n1	-4	-10	4	-1	4	0	-5	-0.7	-4	91	-18
Cc1cc(Cl)ccc1OCC(=O)NNC(=O)c1cccs1	2	-4	5	30	-2	-2	-9	0.9	0	106	-8
CN(c1ccccc1)S(=O)(=O)c1ccc2ccccc2c1	-25	-1	.	-1	25	-5	-12	0.0	1	120	13
O=C(NCCN1CCCCC1)c1cccc2c1C(=O)c1ccc(N3CCCC3)cc1S2(=O)=O	-1	10	4	.	1	8	1	-0.3	-5	150	-13
COC(=O)C[C@H](NC(=O)Cn1cnc2c(NCc3ccccc3)ncnc21)C(=O)OC	24	-8	-4	.	-24	-3	4	-0.1	-1	101	.
O=C(NCC1CCCO1)C1CC(=O)N(c2cccc(Cl)c2)C1 (stereo not drawn)	14	-4	-6	-1	-14	0	11	0.3	-1	93	11
